Assay outcomes deposited in PubChem BioAssay by National Center for Advancing Translational Sciences (NCATS).
ERG-DNA inh – ERG Ets/DNA interaction inhibition. 370,000 tested, 0.028% active. fluorescence polarization, His-ERG Ets domain / labelled DNA. P11308. Potency, µM (doses to about 76.9 µM), inactives show at the highest dose FP activity, negative = inhibition, most hits filed as inhibitors. AID 624246; active = well fitted inhibition curve with a large enough effect in the polarisation, with a control signal flat; inconclusive = small, poorly fitted or top-dose-only effect, or effect the other way, or a change in a side signal; inactive = no such curve, though single readings can be large or run the other way; the % refers to the polarisation;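 also: polarization taken with two DNA probes labelled with fluorescein and Texas red; potency is read from the fitted curve at half-maximal effect; % of control where 0% means no effect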
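His-tagged ERG Ets domain (1 uM in the protein solution; 300mM KCl, 50mM Tris-HCl, 1mM EDTA, 1mM DTT, pH 7.5) received compound, then a probe mix of 5 nM fluorescein-DNA and 100nM Texas-615-DNA. Fluorescence polarization was read for both dyes.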
RGS4 inhibitor – human RGS4 inhibition | Transcreener GDP fluorescence polarization, RGS4-accelerated GTP hydrolysis | Potency, µM (top dose mostly 114 µM), inactives show at the highest dose activity change, negative = inhibition, hits mostly inhibitors | 390,000 tested, 0.039% active | AID 504845; also: potency is read from the fitted curve at half-maximal effect; % is scaled to controls: 0 for no effect and ±100 for the full control effect; nearly all actives have a fitted effect of over 75% in size; some results filed as inactive show a strong effect at the top dose
Target sequence (P49798 whole entry, looked up): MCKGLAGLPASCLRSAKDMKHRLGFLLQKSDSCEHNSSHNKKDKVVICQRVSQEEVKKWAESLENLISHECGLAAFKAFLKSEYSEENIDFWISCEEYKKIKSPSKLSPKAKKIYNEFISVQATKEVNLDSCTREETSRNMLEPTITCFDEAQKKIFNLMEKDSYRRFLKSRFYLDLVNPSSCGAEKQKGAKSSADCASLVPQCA
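MLSMR compounds (23 nl, pin-transferred) preincubated 10 min at room temperature with a 500nM (2x) first reagent, then RGS4 at 900nM (2x) plus Transcreener GDP mix added; fluorescence polarization (620/688 nm) read before and after 90 min at 30 °C.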
APE1 inh – APE1 (human) endonuclease inhibition; 350,000 tested, 0.35% active; P27695; AID 2517; Potency, µM (titrated, usually from 65.8 µM), for the others: at the top dose activity change, negative = inhibition, usual class: inhibitors; recombinant APE1, TAMRA/BHQ-2 abasic DNA cleavage fluorescence;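 also: potency is read from the fitted curve at half-maximal effect; plate controls were vehicle for no effect and reference inhibitor for full effect; nearly all actives have a fitted effect of over 55% in size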
Target sequence (P27695 whole entry, looked up): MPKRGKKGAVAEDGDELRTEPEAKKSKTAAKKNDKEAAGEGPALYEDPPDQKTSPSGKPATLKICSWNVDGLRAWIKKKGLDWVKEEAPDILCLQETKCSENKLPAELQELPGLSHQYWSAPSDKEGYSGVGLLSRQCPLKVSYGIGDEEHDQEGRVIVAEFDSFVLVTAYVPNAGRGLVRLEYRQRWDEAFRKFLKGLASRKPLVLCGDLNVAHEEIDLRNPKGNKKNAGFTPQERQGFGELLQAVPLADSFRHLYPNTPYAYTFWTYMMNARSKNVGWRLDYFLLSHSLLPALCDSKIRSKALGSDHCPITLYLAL
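APE1 at 0.75 nM preincubated 15 min at room temperature with compound. Reaction then started with 50 nM double-stranded THF-abasic substrate labelled with TAMRA/BHQ-2, and 525/598 nm fluorescence read kinetically. Activity taken as third-minus-first read difference, normalized to DMSO and NSC13755 controls.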
Anesthetic bind – binds horse apoferritin like a general anesthetic | P02791 | apoferritin/1-aminoanthracene competitive binding, fluorescence | Potency, µM (doses to about 77.5 µM), inactives show at the highest dose activity change, negative = displacement, actives largely listed as inhibitors | 350,000 tested, 0.074% active | AID 485281; also: potency is read from the fitted curve at half-maximal effect; % is scaled to controls: 0 for no effect and ±100 for the full control effect; nearly all actives have a fitted effect of over 20% in size
Target sequence (P02791 2-175 limits assumed): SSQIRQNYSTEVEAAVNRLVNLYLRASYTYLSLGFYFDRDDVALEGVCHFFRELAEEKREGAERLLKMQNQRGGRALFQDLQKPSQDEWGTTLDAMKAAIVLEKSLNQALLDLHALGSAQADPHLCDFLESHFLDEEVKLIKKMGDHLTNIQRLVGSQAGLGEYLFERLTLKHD
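Steps: apoferritin (10 uM) was premixed with half-saturated 1-AMA in PBS, compounds were pin-transferred, plates stood 10 min at room temperature, fluorescence was read at 380/535 nm, and curves were fitted with a Hill equation.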
LDHA block – inhibitors of human lactate dehydrogenase A; P00338; purified LDHA, NADH/diaphorase-resazurin fluorescence; hits give low values; activity change, % (values are at about 110 or 230 µM); 480,000 tested, 0.15% active; in the data active = activity change below about -30%; inconclusive = mostly about -25% to -30%;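 also: plate controls were DMSO wells for no effect and wells without enzyme for full effect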
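Human LDH5 (2 nM) was incubated with 0.06 mM NADH and 0.2 mM pyruvate for 5 min at room temperature in Tris pH 7.4. Remaining NADH was coupled through diaphorase/resazurin, and resorufin fluorescence was read at 0 and 20 min.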
POLH inh – DNA polymerase eta (human) inhibition. Q9Y253. 390,000 tested, 1.2% active. Potency, µM (highest dose often 114 µM), for inactives: at the top dose activity change, negative = inhibition, usual class: inhibitors. recombinant Pol eta, fluorescent DNA replication assay; also: potency is read from the fitted curve at half-maximal effect; % is scaled to controls: 0 for no effect and ±100 for the full control effect
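Fluorescent replication assay: 50 nM final substrate added after a 15 min room-temperature compound preincubation with 10 nM enzyme. Signal taken at 0 min and again at 10 min.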
Pol kappa inh – blocks human DNA polymerase kappa activity; purified Pol kappa, fluorescent DNA synthesis assay, 10 min; Potency, µM (highest dose often 107 µM), for inactives: at the highest dose activity, negative = inhibition, hits mostly inhibitors; 400,000 tested, 0.53% active; also: potency is read from the fitted curve at half-maximal effect; % is scaled to controls: 0 for no effect and ±100 for the full control effect
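Kinetic fluorescence screen: compound preincubated 15 min RT with 10 nM enzyme; 50 nM substrate (final) initiates; reads at 0/10 min.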
POLB inh – DNA polymerase beta (human) inhibition. Potency, µM (highest dose often 114 µM), for the others: at the top dose activity change, negative = inhibition, usual class: inhibitors. Pol beta primer extension/strand displacement, fluorescence kinetic. AID 485314. 340,000 tested, 1.3% active. P06746; also: potency is read from the fitted curve at half-maximal effect; % is scaled to controls: 0 for no effect and ±100 for the full control effect
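Human Pol beta at 10 nM; strand-displacement substrate 50 nM final. Compound exposure 15 min at room temperature before start, reaction 10 min at room temperature.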
ALOX12 inh – blocks human arachidonate 12S-lipoxygenase. AID 1671190. purified 12hLO, xylenol orange hydroperoxide absorbance. Potency, µM (highest dose often 108 µM), inactives show at the top dose activity change, negative = inhibition, most hits filed as inhibitors. 580,000 tested, 1.1% active; also: potency is read from the fitted curve at half-maximal effect; % is scaled to controls: 0 for no effect and ±100 for the full control effect
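Hydroperoxide product was detected by ferrous iron/xylenol orange as the 573 to 405 nm absorbance ratio. Arachidonic acid at 40 uM (final) was turned over for 30 min at room temperature by 150 nM human 12hLO, pH 7.0 Hepes buffer, after 15 min compound preincubation.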
* marks the source's active call; other numbers are inactive results; ? = inconclusive; nt = no result given; & = joins results of further samples; [ ] = remark or other dose. Unless noted, calls follow the shape of the dose curve; as a rule, active = well fitted curve in the direction sought with a large enough effect; inconclusive = small, poorly fitted or top-dose-only effect, or another doubt; inactive = no such curve, though single readings can be large; an effect the other way counts as inactive or inconclusive. An excerpt (hit frequency here may not be typical).

SMILES	ERG-DNA inh	RGS4 inhibitor	APE1 inh	Anesthetic bind	LDHA block	POLH inh	Pol kappa inh	POLB inh	ALOX12 inh
COc1ccc(-c2coc3cc4oc(=O)c(CC(=O)O)c(C)c4cc23)cc1	2%	1%	-11%	2%	-4	-19%	0%	15%	?
COc1cc(/C=C2/SC(=S)N(Cc3ccccc3)C2=O)ccc1O	109%[activator]	-16%	-8%	-16%	0	?	?	10µM*	8%
CCCCn1c(N)c(N(CCOC)C(=O)c2ccc(-n3c(C)ccc3C)cc2)c(=O)[nH]c1=O	2%	-19%	-18%	nt	6	-16%	-2%	nt	-23%
NC(=O)C1CCN(C(=O)c2ccc(Cl)c(S(=O)(=O)N3CCCCCC3)c2)CC1	6%	13%	35%	nt	0	-10%	8%	nt	365%[activator]
CCN(CC)S(=O)(=O)c1ccc(C)c(NC(=O)Cn2c(=O)cnc3ccccc32)c1	-10%	-44%	-1%	-7%	-8	-20%	-3%	2%	7%
O=C(O)CCCn1cc(NC(=O)COc2ccccc2)cn1	-1%	30%	15%	-3%	-23	-1%	0%	1%	2%
CCOC(=O)c1sc(C(=O)OCC)c(OCCO)c1OCCO	-4%	6%	-4%	-7%	-13	-10%	-8%	4%	-7%
CCN1CCN(C(=O)Nc2ccccc2OC)CC1	nt	9%	-6%	3%	-23	-4%	-8%	-1%	?
O=C(C1Cc2ccccc2CN1S(=O)(=O)c1ccc(F)cc1)N1CCCCC1 (centres undefined)	0%	37%	0%	-3%	-5	4%	-20%	-8%	-20%
O=C(CCc1ccccc1)NC(=S)Nc1ccc(S(=O)(=O)N2CCOCC2)cc1	nt	-6%	-2%	-16%	-6	-8%	-20%	21%	?
COc1ccc(-n2c(=O)c3c4c(sc3n(CC(=O)C(C)(C)C)c2=O)CCCC4)c(OC)c1	5%	9%	nt	-14%	-12	-18%	0%	7%	-15%
CC1CCN(S(=O)(=O)c2ccc3c(c2)c(=O)c(C(=O)N2CCOCC2)cn3C)CC1	-3%	1%	66%[activator]	-5%	-5	-4%	-15%	0%	0%
O=C1/C(=C/c2cccnc2)SC(=S)N1Nc1ccccc1	-1%	7%	0%	-4%	-11	-5%	-7%	11%	65%[activator]
CC(C)(C)SCCNC(=O)COc1ccc(Cl)cc1	nt	-6%	-5%	-3%	4	5%	-3%	-2%	-22%
Cn1c(CC(=O)Nc2ccccc2)cc2ccccc21	-7%	18%	40%	22%	0	0%	-19%	9%	5%
CSc1ccccc1NC(=O)COc1ccc(Cl)cc1Cl	8%	20%	?	0%	-3	-28%	-8%	17%[57.1 µM]	-23%
O=CNn1cnc2c(oc3nc(-c4ccccc4)cc(-c4ccco4)c32)c1=O	-6%	-3%	1%	1%	-8	-11%	?	?	-5%
CC(C)=CCc1c([C@@H]2CCc3ccc(O)cc3O2)cc2c(c1O)OC(C)(C)C=C2	0%	-21%	nt	nt	3	-6%	-1%	nt	nt
COc1ccc(OC)c(NC(=O)CCc2nc(-c3ccc(C)cc3)no2)c1	2%	-2%	nt	6%	2	-16%	4%	-11%	-17%
Cc1ccc(-c2nc3ncccc3o2)cc1NC(=O)c1ccc(-c2cccc(Cl)c2C)o1	-1%	-5%	nt	-1%	3	-8%	3%	12%	-24%
CC(=O)c1ccc(C(=O)Nc2ccc(N3CCOCC3)cc2)cc1	-5%	-3%	6%	-6%	-5	-18%	-2%	15%	21%
C=CCNC(=S)N1CCN(CCNC2=CC(=O)CC(C)(C)C2)CC1	10%	-17%	19%	-1%	-1	-15%	-3%	31%	115%[activator]
CC1=C(C(=O)Nc2ccc(F)cc2F)C2(CCN(C(C)C)CC2)OC1=O	-3%	-18%	nt	-13%	2	-15%	-2%	32%	0%
COc1ccc(-c2nnc3ccc(SCC(=O)N4CCCCC4)nn23)cc1OC	6%	?	2%	3%	-1	-6%	5%	-5%	-1%

Single entries from the entries so far:
For ERG-DNA inh, C=CCNC(=S)N1CCN(CCNC2=CC(=O)CC(C)(C)C2)CC1 reads 10%
For RGS4 inhibitor, CC(C)=CCc1c([C@@H]2CCc3ccc(O)cc3O2)cc2c(c1O)OC(C)(C)C=C2 reads -21%
For LDHA block, Cc1ccc(-c2nc3ncccc3o2)cc1NC(=O)c1ccc(-c2cccc(Cl)c2C)o1 reads 3

Returning to the listing; the seven compounds before the break are reprinted first.
SMILES	ERG-DNA inh	RGS4 inhibitor	APE1 inh	Anesthetic bind	LDHA block	POLH inh	Pol kappa inh	POLB inh	ALOX12 inh
CC(C)=CCc1c([C@@H]2CCc3ccc(O)cc3O2)cc2c(c1O)OC(C)(C)C=C2	0%	-21%	nt	nt	3	-6%	-1%	nt	nt
COc1ccc(OC)c(NC(=O)CCc2nc(-c3ccc(C)cc3)no2)c1	2%	-2%	nt	6%	2	-16%	4%	-11%	-17%
Cc1ccc(-c2nc3ncccc3o2)cc1NC(=O)c1ccc(-c2cccc(Cl)c2C)o1	-1%	-5%	nt	-1%	3	-8%	3%	12%	-24%
CC(=O)c1ccc(C(=O)Nc2ccc(N3CCOCC3)cc2)cc1	-5%	-3%	6%	-6%	-5	-18%	-2%	15%	21%
C=CCNC(=S)N1CCN(CCNC2=CC(=O)CC(C)(C)C2)CC1	10%	-17%	19%	-1%	-1	-15%	-3%	31%	115%[activator]
CC1=C(C(=O)Nc2ccc(F)cc2F)C2(CCN(C(C)C)CC2)OC1=O	-3%	-18%	nt	-13%	2	-15%	-2%	32%	0%
COc1ccc(-c2nnc3ccc(SCC(=O)N4CCCCC4)nn23)cc1OC	6%	?	2%	3%	-1	-6%	5%	-5%	-1%
c1ccc(CCNc2nc(-c3ccccn3)nc3ccccc23)cc1	-5%	20%	-8%	-15%	-3	-2%	2%	-6%	-6%
Cc1nc(C)c(/C(O)=C/c2nc3ccccc3oc2=O)s1	-8%	-17%	2%	1%	16	-11%	-10%	-1%	-3%
CCOC(=O)Cn1ccc(NC(=O)COc2ccc(F)cc2F)n1	1%	18%[11.4 µM]	13%	-6%	-3	-18%	-1%	45%	10%
CCc1ccccc1NS(=O)(=O)c1ccc2[nH]cc(C(=O)NCc3ccco3)c(=O)c2c1	-14%	5%	0%	-10%	-2	11%	0%	42%	26%[57.4 µM]
Cc1[nH]c2ccc(C(=O)N3CCCC3)cc2c1C	-3%	35%	9%	-17%	-8	6%	7%	19%	-9%
O=C1N=C(N2CCCCC2)SC1=C1CCCCC1	2%	-31%	7%	-20%	1	-14%	-11%	2%	27%
CCCn1cc(S(=O)(=O)c2ccc(OC)cc2)c(=O)c2cc(F)c(N3CCCC(C)C3)cc21 (centres undefined)	0%	15%	nt	-4%	1	-9%	-7%	6%	-7%
C=CCn1c(SCC(=O)NCCOC)nc2scc(-c3ccco3)c2c1=O	-2%	-45%	?	-16%	-1	18µM*	?	?	?
NC(=O)C1CCN(C(=O)C2CC(=O)N(Cc3ccccc3)C2)CC1 (centres undefined)	-1%	11%	5%	nt	-2	-19%	-12%	nt	-2%
CCOc1ccccc1C(=O)Oc1cc(C)[nH]c(=O)c1[N+](=O)[O-]	1%	-2%	9%	-6%	-2	-20%	1%	-5%	?
CCOc1ccc(Nc2c(S(=O)(=O)c3ccc(Cl)cc3)cnc3ccc(OCC)cc23)cc1	15%	12%	nt	-21%	2	-18%	-4%	-23%	-13%
CCOc1ccccc1CN1CCNC(=O)C1CC(=O)N(C)Cc1nonc1C (centres undefined)	-2%	12%	23%	-8%	5	8%	-4%	0%	?
O=C(CSc1n[nH]c(-c2cccs2)n1)N1CCN(S(=O)(=O)c2ccc3ccccc3c2)CC1	11%	-46%	17%	3%	-3	-9%	4%	31%	-8%
O=C(c1cccc(Cl)c1)N1CCN(c2ccccn2)CC1	-6%	21%	1%	3%	-8	-3%	-8%	15%	0%
CCC(Sc1nc2c(cnn2-c2ccccc2)c(=O)[nH]1)C(=O)OC (centres undefined)	8%	-10%	10%	-7%	-2	-9%	1%	-5%	-10%
O=C(COC(=O)c1ccccc1Nc1ccccc1)NCc1ccco1	8%	-8%	4%	312%[activator]	-5	6%	-7%	-20%	-3%
Cc1cccc(C(=O)N2CCC(=O)N(C(COCc3cccc(Cl)c3)Cc3ccccc3)CC2)c1 (centres undefined)	-8%	-11%	-7%	-14%	1	-18%	7%	15%	?
O=C(Nc1cccc(F)c1)c1ccc(S(=O)(=O)N2CCCCC2)cc1	-9%	-32%	5%	-17%	0	?	-2%	9%	7%
Cc1nc2sc3c(c2c(=O)n1NC(=O)CCBr)CCCC3	8%	10%	4%	-4%	-9	1%	-6%	-19%	-9%
Cc1ccc(Cc2cnc(NC(=O)C3=NCCN3)s2)cc1	nt	nt	-1%	-16%	nt	nt	nt	-22%	-8%
CC(C)(C)n1ncc2c(=O)n(Cc3cc(F)c(Cl)cc3Cl)cnc21	nt	-5%	12%&2%	nt	1	-22%	-4%&0%	nt	-19%
Cc1ccsc1C(=O)NC1CCCCC1C (centres undefined)	15%	-14%	7%	nt	-2	-11%	6%	nt	187%[activator]
CCOC(=O)c1ccccc1NC(=O)CSc1ccc(-c2sc(-c3ccccc3)nc2C)nn1	-5%	?	nt	-7%	-10	-11%	-26%	24%	-17%
